KKLEB cytotox: reduces viability of KKLEB cystic fibrosis airway cells; KKLEB CF airway cells viability, ATPlite luminescence, overnight; active compounds read low; cells stimulated with P. aeruginosa culture filtrate; activity change (cytotoxicity), % at 5 µM; hit rate 0.36% among 360,000;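 active = corrected activity change at or below -50% at 5 µM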
TRAIL sens C8: sensitizes caspase-8 expressing cells to TRAIL. NB7+C8 cells + TRAIL, ATPlite viability luminescence. hit rate 1% among 360,000. inhibition (viability loss, TRAIL sensitization), % at 10 µM;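 active = compounds causing at least 50% loss of cell viability in the single-dose screen, relative to plate controls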
EBV LMP1 NFkB: inhibitors of Epstein-Barr LMP1-induced NF-kappaB reporter; AID 504558; LMP1-induced NF-kappaB luciferase reporter cells, luminescence; inhibition, % at 12.5 µM; hit rate 0.69% among 350,000; in the data active = inhibition above about 41%;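 note: 0% = neutral control wells and 100% = reference inhibitor control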
TRPM1 prom inh: MITF TRPM1 promoter inhibition in SK-MEL-5 cells; SK-MEL-5 TRPM1 promoter luciferase, 24 h; inhibition, % at 12.5 µM; hit rate 0.83% among 330,000; AID 488899;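 active = mean inhibition across replicates of 60% or more, whatever share of single replicates reaches that level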; note: values of inactives mirror those of a sister screen read the other way
NR2E3 ag-1: human photoreceptor-specific nuclear receptor agonism | Q9Y5X4 | CHO-S Gal4-NCOR/VP16-NR2E3 two-hybrid, luciferase | inhibition of corepressor binding, % at 3.98 µM | hit rate 0.35% among 360,000 | AID 602229;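 active = inhibition above the mean of all tested compounds plus 3 SD, cut at about 70% in these data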;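 note: 0% = DMSO with NR2E3 transfected cells and 100% = cells lacking NR2E3 construct; higher means lower luciferase signal from less NR2E3 corepressor binding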
Target sequence (Q9Y5X4 whole entry, looked up, the tested form may be a part): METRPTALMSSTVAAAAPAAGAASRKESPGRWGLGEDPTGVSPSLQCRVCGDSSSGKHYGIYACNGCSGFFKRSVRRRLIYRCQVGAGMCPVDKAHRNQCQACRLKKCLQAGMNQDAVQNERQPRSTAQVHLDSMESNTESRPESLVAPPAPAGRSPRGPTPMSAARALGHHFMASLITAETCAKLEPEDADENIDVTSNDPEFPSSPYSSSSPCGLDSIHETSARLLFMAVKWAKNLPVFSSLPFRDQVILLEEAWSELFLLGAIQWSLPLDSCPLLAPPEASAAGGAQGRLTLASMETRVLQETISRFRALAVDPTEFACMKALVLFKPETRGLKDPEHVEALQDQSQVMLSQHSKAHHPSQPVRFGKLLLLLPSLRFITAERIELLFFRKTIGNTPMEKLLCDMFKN
hiPSC survival: hiPSC single-cell survival enhancement | hit rate 0.044% among 360,000 | AID 602274 | ATPlite luminescence; 100% = ROCK inhibitor wells, 0% = DMSO | survival enhancement, % at 20 µM; in the data active = survival enhancement above about 18%;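 note: cells exposed to compounds for 16 hours before the ATP read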
NR2E3 ag-2: activates human photoreceptor nuclear receptor NR2E3; hit rate 0.12% among 320,000; Q9Y5X4; inhibition of corepressor binding, % at 4.78 µM; AID 2300; GST-NR2E3/biotin-RetCOR TR-FRET, 1536-well;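 active = percent inhibition above the cutoff of mean plus 3 SD of all tested compounds, set per screening campaign, cut at about 20% in these data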;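 note: 0% = DMSO wells and 100% = biotin wells as full block of FRET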
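system = GST-tagged NR2E3 plus biotinylated RetCOR corepressor | input = 1.35 nM GST-NR2E3 | also added = 7 nM biotin-RetCOR | schedule = 5 h incubation at 4 °C | measured by = TR-FRET with europium anti-GST and streptavidin-D2, 340 nm excitation | read-out = percent loss of FRET ratio relative to control wells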
Shn3 inh set2: inhibitors of Schnurri-3 3'UTR reporter in osteoblasts | Clone20 osteoblast Shn3 3'UTR firefly luciferase, 24 h | hit rate 0.52% among 360,000 | inhibition, % at 12.5 µM;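 active = mean inhibition of at least 75% with every replicate also reaching 75%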;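 note: 0% = median of neutral control wells and 100% = pilot-screen positive control compound; some compounds past the cut are filed as inactive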
CF NFkB inh: cystic fibrosis NF-kB activation inhibition. KKLEB NF-kB-GFP reporter, PAF-induced, GFP fluorescence overnight. inhibition, % at 5 µM. hit rate 0.86% among 360,000. AID 588850;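 active = at least 50% inhibition at 5 µM, scaled per plate between neutral and stimulator controls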;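 note: PAF is a Pseudomonas aeruginosa culture filtrate used as stimulus; plate controls were PAF-stimulated DMSO wells for no effect and unstimulated DMSO wells for full effect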
HIF-2a block: blocks HIF-2a reporter activity; hit rate 0.72% among 360,000; inhibition, % at 18.8 µM; 786-0 RCC cells HIF-2a reporter, luciferase luminescence, overnight;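 active = inhibition of the luminescence signal of 40% or more relative to plate controls, in a single-dose primary screen at 18.75 µM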
Peg3 promoter: Peg3 promoter activity inhibition | HeLa PEG-Prom luciferase reporter, luminescence, overnight | inhibition, % at 20 µM | hit rate 1.7% among 360,000 | AID 588405;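 active = inhibition of at least 50% at 20 µM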
The depositor's hits bear a star.

`Cc1c(C)n(-c2ccccc2)c2ncnc(NCCCN(C)C)c12` gave KKLEB cytotox 3.3, TRAIL sens C8 -23.5, EBV LMP1 NFkB 2.1, TRPM1 prom inh -12.5, NR2E3 ag-1 10.3, hiPSC survival -0.3, NR2E3 ag-2 0.9, Shn3 inh set2 -1.5, CF NFkB inh -0.3, HIF-2a block 15.9 and Peg3 promoter -10.6.
Cc1cccc(NC(=O)c2ccc(N3C(=O)C4C5C=CC(C6CC56)C4C3=O)cc2)c1 (stereo not given) was read as KKLEB cytotox 6.9, TRAIL sens C8 36.5, EBV LMP1 NFkB -13.8, TRPM1 prom inh 1.6, NR2E3 ag-1 8.7, hiPSC survival 0.1, NR2E3 ag-2 3.9, Shn3 inh set2 15.9, CF NFkB inh -20.1, HIF-2a block 3.7 and Peg3 promoter 25.9.
CCOC(=O)CN1C(=O)N[C@@H](c2cccc(F)c2)C(C(=O)OC)=C1C was read as KKLEB cytotox -16.4, TRAIL sens C8 -34.7, EBV LMP1 NFkB 1.5, TRPM1 prom inh 16.9, NR2E3 ag-1 -11.5, hiPSC survival -0.4, NR2E3 ag-2 -4.3, Shn3 inh set2 -8.5, CF NFkB inh 17.7, HIF-2a block 20.0 and Peg3 promoter 22.5.
Screening Fc1ccc(/C=N/N2CCCCC2)c(F)c1 returned KKLEB cytotox 0.6, TRAIL sens C8 -4.0, EBV LMP1 NFkB -3.1, TRPM1 prom inh -17.4, NR2E3 ag-1 -18.7, hiPSC survival 0.6, NR2E3 ag-2 -1.2, Shn3 inh set2 -14.0, CF NFkB inh 6.8, HIF-2a block 11.9 and Peg3 promoter 3.7.
Screening Cc1ccnc(OC(C(=O)O)C(OCCc2ccccc2)(c2ccccc2)c2ccccc2)n1 (stereo not given) returned KKLEB cytotox 17.0, TRAIL sens C8 5.2, EBV LMP1 NFkB 2.3, TRPM1 prom inh 1.1, NR2E3 ag-1 9.4, hiPSC survival 0.8, NR2E3 ag-2 1.4, Shn3 inh set2 -3.9, CF NFkB inh 19.5, HIF-2a block 15.3 and Peg3 promoter 9.0.
For Cc1cc(N2CCN(C(=O)c3ccco3)CC2)n2ncc(-c3ccccc3)c2n1 the results were KKLEB cytotox -7.4, TRAIL sens C8 11.0, EBV LMP1 NFkB -23.4, TRPM1 prom inh -57.8, NR2E3 ag-1 -115.4, hiPSC survival -1.5, NR2E3 ag-2 -2.0, Shn3 inh set2 -13.2, CF NFkB inh -2.8, HIF-2a block -194.1 and Peg3 promoter -202.6.
`COc1ccc(S(=O)(=O)N(C)c2ccc(C(=O)NCc3ccco3)cc2)cc1` gave KKLEB cytotox -1.0, TRAIL sens C8 9.2, EBV LMP1 NFkB -3.6, TRPM1 prom inh 11.1, NR2E3 ag-1 19.4, hiPSC survival -0.6, NR2E3 ag-2 -1.1, Shn3 inh set2 6.3, CF NFkB inh -5.9, HIF-2a block 12.1 and Peg3 promoter 8.2.
`COc1ccccc1CNC(=O)C1(C)Oc2cccnc2NC1=O` (stereo not given) gave KKLEB cytotox -6.7, TRAIL sens C8 -0.3, EBV LMP1 NFkB 5.2, TRPM1 prom inh -4.6, NR2E3 ag-1 3.7, hiPSC survival -0.1, NR2E3 ag-2 2.8, Shn3 inh set2 4.0, CF NFkB inh -5.5, HIF-2a block 22.6 and Peg3 promoter 1.0.
Cc1ccc(NC(=O)Cn2cccc2)cc1Cl was read as KKLEB cytotox 2.2, TRAIL sens C8 3.8, EBV LMP1 NFkB -8.5, TRPM1 prom inh -22.9, NR2E3 ag-1 -6.7, hiPSC survival -1.8, NR2E3 ag-2 -2.4, Shn3 inh set2 -4.2, CF NFkB inh -16.0, HIF-2a block -25.7 and Peg3 promoter -6.2.
Screening CN(CC(=O)Nc1ccccc1Br)C(=O)C1CCN(C(=O)c2ccc(Cl)cc2)CC1 returned KKLEB cytotox -1.6, TRAIL sens C8 -2.0, EBV LMP1 NFkB 3.8, TRPM1 prom inh 11.0, NR2E3 ag-1 -9.9, hiPSC survival -0.3, NR2E3 ag-2 -2.1, Shn3 inh set2 -7.8, CF NFkB inh 17.5, HIF-2a block 7.7 and Peg3 promoter -3.5.
`CC(C)NC(=O)c1c(O)c2cccc3c2n(c1=O)CCC3` gave KKLEB cytotox -7.5, TRAIL sens C8 12.7, EBV LMP1 NFkB 6.0, TRPM1 prom inh 15.4, NR2E3 ag-1 11.9, hiPSC survival -0.5, NR2E3 ag-2 2.2, Shn3 inh set2 -11.4, CF NFkB inh -4.5, HIF-2a block -5.8 and Peg3 promoter 28.1.
`CC(C)c1ccccc1NCC(=O)N1CCN(Cc2ccccc2)CC1` gave KKLEB cytotox 1.3, TRAIL sens C8 2.5, EBV LMP1 NFkB 1.0, TRPM1 prom inh -0.8, NR2E3 ag-1 0.4, hiPSC survival -0.2, NR2E3 ag-2 3.9, Shn3 inh set2 -22.3, CF NFkB inh 1.6, HIF-2a block -24.0 and Peg3 promoter 0.2.
For COc1ccc(CNC(=O)C(=O)NCCC2CCCCN2S(=O)(=O)c2ccccc2)cc1 (stereo not given) the results were KKLEB cytotox -0.4, TRAIL sens C8 6.5, EBV LMP1 NFkB 8.6, TRPM1 prom inh 8.1, NR2E3 ag-1 12.0, hiPSC survival 0.3, NR2E3 ag-2 -1.0, Shn3 inh set2 19.5, CF NFkB inh -6.5, HIF-2a block 20.4 and Peg3 promoter -0.8.
Screening CC1(C(=O)Nc2ccc3nc[nH]c3c2)CCN1C(=O)C1(c2ccccc2)CC1 (stereo not given) returned KKLEB cytotox -11.2, TRAIL sens C8 -9.5, NR2E3 ag-1 1.5, hiPSC survival 1.8, Shn3 inh set2 -1.5, CF NFkB inh 23.9, HIF-2a block 3.3 and Peg3 promoter 9.3.
`Cc1ccc(C)c(NS(=O)(=O)c2cc(C(N)=O)ccc2C)c1` gave KKLEB cytotox -1.4, TRAIL sens C8 2.3, EBV LMP1 NFkB -3.3, TRPM1 prom inh 2.8, NR2E3 ag-1 -17.7, hiPSC survival 1.9, NR2E3 ag-2 0.9, Shn3 inh set2 3.4, CF NFkB inh -3.6, HIF-2a block 5.7 and Peg3 promoter 10.4.
`COc1cc2c(cc1OC)/C(=C/C#N)NC(C)(C)C2` gave KKLEB cytotox -16.5, TRAIL sens C8 -8.2, EBV LMP1 NFkB 10.2, TRPM1 prom inh 8.9, NR2E3 ag-1 -0.5, hiPSC survival -2.1, NR2E3 ag-2 0.1, Shn3 inh set2 -7.2, CF NFkB inh 28.9, HIF-2a block 4.9 and Peg3 promoter 16.3.
O=C(CCCOc1ccccc1)Nc1cccnc1 was read as KKLEB cytotox -3.1, TRAIL sens C8 16.9, EBV LMP1 NFkB 2.5, TRPM1 prom inh -1.3, NR2E3 ag-1 -11.3, hiPSC survival -4.1, NR2E3 ag-2 -1.5, Shn3 inh set2 -19.1, CF NFkB inh 3.2, HIF-2a block -25.0 and Peg3 promoter -10.7.
Screening N#Cc1cccc(NC(=O)Nc2cccs2)c1 returned KKLEB cytotox -2.0, TRAIL sens C8 4.7, EBV LMP1 NFkB -5.3, TRPM1 prom inh -7.5, NR2E3 ag-1 -23.9, hiPSC survival -1.3, NR2E3 ag-2 -0.1, Shn3 inh set2 12.6, CF NFkB inh 4.6, HIF-2a block -84.5 and Peg3 promoter -47.5.
Screening Cc1sc2nc(CSCC(=O)N(CCC#N)c3ccccc3)[nH]c(=O)c2c1C returned KKLEB cytotox 0.3, TRAIL sens C8 -4.7, EBV LMP1 NFkB 4.8, TRPM1 prom inh 0.7, NR2E3 ag-1 -12.6, hiPSC survival -0.6, NR2E3 ag-2 5.7, Shn3 inh set2 0.8, CF NFkB inh 5.5, HIF-2a block 10.0 and Peg3 promoter 12.6.
CN1/C(=C/C=N/NC(=O)c2ccc([N+](=O)[O-])cc2)C(C)(C)c2ccccc21 was read as KKLEB cytotox -4.9, TRAIL sens C8 0.1, EBV LMP1 NFkB -0.9, TRPM1 prom inh -13.6, NR2E3 ag-1 11.7, hiPSC survival -1.8, NR2E3 ag-2 2.8, Shn3 inh set2 -52.8, CF NFkB inh 9.3, HIF-2a block 18.1 and Peg3 promoter 11.9.
`O=C(/C=C/c1ccc(O)c(O)c1)OCCc1ccccc1` gave KKLEB cytotox 3.4, TRAIL sens C8 16.0, EBV LMP1 NFkB -22.4, TRPM1 prom inh -71.0, NR2E3 ag-1 33.0, hiPSC survival -2.7, NR2E3 ag-2 4.8, Shn3 inh set2 95.5*, CF NFkB inh 20.4, HIF-2a block -118.0 and Peg3 promoter -237.5.
Screening S=C(NC1CCCC1)N1CCN(c2cccc(Cl)c2)CC1 returned KKLEB cytotox -3.4, TRAIL sens C8 -1.3, EBV LMP1 NFkB -7.6, TRPM1 prom inh -2.1, NR2E3 ag-1 16.7, hiPSC survival -2.3, NR2E3 ag-2 0.3, Shn3 inh set2 17.2, CF NFkB inh -2.7, HIF-2a block -1.9 and Peg3 promoter -5.5.
For O=C(CCn1c(=S)oc2ccccc21)NC1CCCCC1 the results were KKLEB cytotox -8.6, TRAIL sens C8 -3.7, EBV LMP1 NFkB -3.1, TRPM1 prom inh -1.1, NR2E3 ag-1 -11.7, hiPSC survival -0.1, NR2E3 ag-2 -0.3, Shn3 inh set2 10.5, CF NFkB inh -4.9, HIF-2a block 3.8 and Peg3 promoter 14.7.
Screening O=C(NC1CC1)C1=C[C@@H](c2csc3ccccc23)C[C@@H](OCc2ccc(CO)cc2)O1 returned KKLEB cytotox 9.8, TRAIL sens C8 0.0, EBV LMP1 NFkB -18.4, TRPM1 prom inh -8.6, NR2E3 ag-1 -3.1, hiPSC survival -2.3, NR2E3 ag-2 1.2, Shn3 inh set2 9.3, CF NFkB inh -19.7, HIF-2a block -18.8 and Peg3 promoter -16.5.
For CC(C)CC[C@@H](O)[C@](C)(O)C1CC[C@@]2(O)C3=CC(=O)[C@@H]4C[C@@H](O)[C@@H](O)C[C@]4(C)C3CC[C@]12C (stereo not given in full) the results were KKLEB cytotox -1.2, TRAIL sens C8 -27.2, EBV LMP1 NFkB 7.7, TRPM1 prom inh -5.1, NR2E3 ag-1 -7.6, hiPSC survival 3.1, Shn3 inh set2 -29.9, CF NFkB inh -20.2, HIF-2a block 10.7 and Peg3 promoter -4.4.
CC(=O)Nc1ccc(O)cc1[N+](=O)[O-] was read as KKLEB cytotox 14.5, TRAIL sens C8 -16.3, EBV LMP1 NFkB -2.9, TRPM1 prom inh -9.8, NR2E3 ag-1 -48.0, hiPSC survival 0.6, NR2E3 ag-2 -1.9, Shn3 inh set2 -45.6, CF NFkB inh -1.1, HIF-2a block 5.0 and Peg3 promoter 10.9.
OC(CNc1nc(C(F)(F)F)nc2ccccc12)c1ccccc1 (stereo not given) was read as KKLEB cytotox 0.7, TRAIL sens C8 0.9, EBV LMP1 NFkB 6.6, TRPM1 prom inh 5.0, NR2E3 ag-1 -33.2, hiPSC survival -0.3, NR2E3 ag-2 3.0, Shn3 inh set2 8.6, CF NFkB inh 22.0, HIF-2a block -11.0 and Peg3 promoter -14.7.

Assay outcomes (PubChem BioAssay)

Some of the compounds tested; count on the stated rates, not on these rows.
